Screens: PubChem BioAssay, NMMLSC
Bcl-B Bim block: inhibitors of Bim-Bcl-B binding, primary screen, biochemical, multiplexed, human Bcl-2 family. Bcl-2-like protein 10 (Homo sapiens), Q9HD36. bead-based flow cytometry, Bim peptide-Bcl-B binding. inhibition, % at 10 µM. hit rate 0.073% among 190,000. AID 951, 2007;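 further: 0% = tracer peptide without compound and 100% = reference inhibitor peptide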
Target sequence (Q9HD36 whole entry, looked up): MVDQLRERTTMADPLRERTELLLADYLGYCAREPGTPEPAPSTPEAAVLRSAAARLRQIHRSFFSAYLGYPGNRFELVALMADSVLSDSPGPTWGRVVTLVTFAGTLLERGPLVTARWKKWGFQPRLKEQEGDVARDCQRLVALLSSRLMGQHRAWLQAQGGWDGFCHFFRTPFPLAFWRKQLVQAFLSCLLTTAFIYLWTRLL
Rac1 mut GTP: GTP binding modulators of activated mutant Rac1, primary screen, biochemical, bead-based flow cytometry, multiplex, fluorescent GTP | hit rate 0.11% among 190,000 | GST-Rac1 activated beads; actives lie on both sides; 100% means binding = to untreated wells | percent activity (GTP binding), % at 10 µM | Ras-related C3 botulinum toxin substrate 1 (Homo sapiens), P63000;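 active means GTP binding at least 20 percentage points away from the 100% baseline, in either direction, so actives lie on both sides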
Bim-Bcl-2: inhibitors of Bim-Bcl-2 binding, primary screen, biochemical, multiplexed, human Bcl-2 family | inhibition, % at 10 µM | hit rate 0.06% among 190,000 | AID 950, 2007 | Apoptosis regulator Bcl-2 (Homo sapiens), P10415 | Bead-based flow cytometry, Bim peptide-Bcl-2 binding; in the data active means inhibition above about 40%;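 further: 0% = no compound wells with probe peptide and 100% = reference peptide inhibitor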
Target sequence (P10415 whole entry, looked up): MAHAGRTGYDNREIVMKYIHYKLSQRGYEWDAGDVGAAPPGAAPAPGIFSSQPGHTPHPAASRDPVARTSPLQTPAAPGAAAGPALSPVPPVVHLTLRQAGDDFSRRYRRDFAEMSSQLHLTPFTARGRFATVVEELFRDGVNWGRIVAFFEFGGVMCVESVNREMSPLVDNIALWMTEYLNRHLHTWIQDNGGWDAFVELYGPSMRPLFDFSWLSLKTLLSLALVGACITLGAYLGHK
Rac1 wt GTP bind: wildtype Rac1 GTP binding modulators, primary screen, biochemical, GST-Rac1 beads, flow cytometry, multiplex; hit rate 0.27% among 190,000; fluorescent GTP binding; actives lie on both sides; 0 = cold GTP competed, 100 = untreated; GTP binding activity (% of control), % at 10 µM;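 active means GTP binding activity at least 20 points away from the 100% control level, either lower or higher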
Bcl-XL Bim block: inhibitors of Bim-Bcl-XL binding, primary screen, biochemical, multiplexed, bead flow cytometry, human Bcl-XL; Bcl-2-like protein 1 (Homo sapiens), Q07817; hit rate 0.04% among 190,000; inhibition, % at 10 µM; Bim peptide-Bcl-XL binding, fluorescence; AID 1007, 2008
Target sequence (Q07817 whole entry, looked up): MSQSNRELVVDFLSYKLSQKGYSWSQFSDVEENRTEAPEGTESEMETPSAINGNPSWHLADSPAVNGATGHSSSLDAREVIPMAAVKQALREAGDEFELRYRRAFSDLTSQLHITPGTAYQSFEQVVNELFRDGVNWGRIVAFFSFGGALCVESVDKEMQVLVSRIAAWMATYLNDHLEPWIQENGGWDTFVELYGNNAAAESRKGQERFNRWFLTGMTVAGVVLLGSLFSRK
Rab2A wt mod: modulators of GTP binding to Rab2A wildtype, primary screen, biochemical, dog, bead-based flow cytometry, multiplex. GTP binding activity, % at 10 µM. AID 760, 2007. GST-Rab2 wt beads, Bodipy-GTP binding. hit rate 0.19% among 190,000. Ras-related protein Rab-2A (Canis lupus familiaris), P61105;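 active means GTP binding activity at least 20 points away from 100%, either lowered or raised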;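 further: 0% = beads with excess unlabeled GTP and 100% = no-compound control corrected for plate trend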
Bfl-1 Bim block: inhibitors of Bim binding to Bfl-1, primary screen, biochemical, multiplexed, bead-based flow cytometry; Bcl-2-related protein A1 (Homo sapiens), Q16548; Bim-Bfl-1 binding inhibition; inhibition, % at 10 µM; hit rate 0.12% among 190,000; AID 1008, 2008;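 further: 0% = wells without compound plus tracer and 100% = blocker peptide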
HRas wt GTP bind: modulators of GTP binding to HRas wildtype, primary screen, biochemical, bead-based flow cytometry, multiplex. GTPase HRas (Homo sapiens), P01112. GST-Ras wt beads, Bodipy-FL-GTP binding; actives lie on both sides. GTP binding activity, % at 10 µM. hit rate 0.14% among 190,000;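 active means GTP binding activity at least 20% away from the 100% baseline, either lowered as inhibitor or raised as activator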;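 further: 0% = unlabeled GTP competition control and 100% = no-compound control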
Target sequence (P01112 whole entry, looked up): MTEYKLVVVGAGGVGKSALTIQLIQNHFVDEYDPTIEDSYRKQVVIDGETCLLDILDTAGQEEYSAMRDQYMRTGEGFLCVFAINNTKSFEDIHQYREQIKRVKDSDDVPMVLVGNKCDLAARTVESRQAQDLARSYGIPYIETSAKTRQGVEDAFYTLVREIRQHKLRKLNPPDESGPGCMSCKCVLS
Bcl-W Bim block: inhibitors of Bim binding to Bcl-W, primary screen, biochemical, multiplexed, bead-based flow cytometry. Bcl-2-like protein 2 (Homo sapiens), Q92843. Bim peptide-Bcl-W binding. inhibition, % at 10 µM. hit rate 0.02% among 190,000;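 further: 0% = bound tracer without compound and 100% = peptide blocker; higher means less fluorescent Bim peptide bound to Bcl-W beads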
Cdc42 wt: modulators of GTP binding to wildtype Cdc42, primary screen, biochemical, multiplex bead flow cytometry, Bodipy-GTP; Cell division control protein 42 homolog (Homo sapiens), P60953; GST-Cdc42 beads; actives lie on both sides; percent activity (GTP binding), % at 10 µM; hit rate 0.2% among 190,000; AID 761, 2007;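 active means percent activity GTP binding at least 20 points away from the 100% baseline, either down as inhibitor or up as activator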;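 further: median bead fluorescence of bound Bodipy-FL-GTP at 100 nM; 0% = excess unlabeled GTP control and 100% = no compound control; below 100% means less GTP binding so inhibitor and above means activator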
Target sequence (P60953 whole entry, looked up): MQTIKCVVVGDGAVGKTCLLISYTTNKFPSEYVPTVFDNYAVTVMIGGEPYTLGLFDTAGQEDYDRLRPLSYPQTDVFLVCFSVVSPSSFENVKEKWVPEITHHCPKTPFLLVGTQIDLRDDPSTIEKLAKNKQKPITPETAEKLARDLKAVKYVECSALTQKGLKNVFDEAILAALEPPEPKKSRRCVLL
Rab7 wt modul: modulators of GTP binding to Rab7, primary screen, biochemical, wildtype, multiplex bead flow cytometry; AID 758, 2007; hit rate 0.055% among 190,000; GST-Rab7 beads, fluorescent GTP binding; actives lie on both sides; untreated = 100%, excess cold GTP = 0%; GTP binding activity (percent of control), % at 10 µM;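 active means fluorescent GTP binding to Rab7 beads changed by at least 20 points from the 100% baseline, either direction, mostly lower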;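 further: median green fluorescence of bound Bodipy-FL-GTP per Rab7 bead population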
Numbers without * were called inactive. Unless noted, no stated cut-off is given here; in the data, active means inhibition above about 40%.

SMILES	Bcl-B Bim block	Rac1 mut GTP	Bim-Bcl-2	Rac1 wt GTP bind	Bcl-XL Bim block	Rab2A wt mod	Bfl-1 Bim block	HRas wt GTP bind	Bcl-W Bim block	Cdc42 wt	Rab7 wt modul
COC(=O)c1sc2nc(CN3CCN(c4cccc(C(F)(F)F)c4)CC3)[nH]c(=O)c2c1C	-7.0	91.0	-5.0	95.0	-1.0	92.0	-6.0	93.0	-4.0	94.0	95.0
O=C1N/C(=C/c2ccc(N3CCCC3)cc2)C(=O)N1c1ccccc1	8.0	104.0	26.0	102.0	10.0	103.0	24.0	102.0	7.0	100.0	97.0
CC(C)(C)C(=O)Nc1ccc(C(=O)NNC(=O)c2ccccc2)cc1	-3.0	95.0	0.0	100.0	-2.0	101.0	-2.0	99.0	-4.0	98.0	104.0
COc1ccc(OCC(=O)Nc2ccc3c(c2)nc(CCN2CCOCC2)n3C)cc1	-3.0	102.0	1.0	106.0	-10.0	106.0	2.0	106.0	-9.0	107.0	104.0
Cc1csc(OCc2ccc(C#N)cc2)n1	-7.0	97.0	-11.0	99.0	-12.0	102.0	-12.0	101.0	-2.0	101.0	102.0
COC(=O)c1ccccc1SC1CC(=O)N(c2ccccc2)C1=O (stereo not given)	-5.0	98.0	-4.0	101.0	-7.0	99.0	-2.0	101.0	-6.0	99.0	97.0
CCCn1c(SCC(=O)Nc2ccc(Cl)cc2)n[nH]c1=O	-5.0	96.0	-4.0	99.0	-4.0	99.0	-6.0	100.0	-1.0	94.0	105.0
O=C(NCCCN1CCOCC1)c1cc(-c2ccc(O)cc2)on1	-2.0	100.0	-3.0	107.0	0.0	102.0	-7.0	106.0	3.0	103.0	104.0
CCOC(=O)CN1N=C(c2ccc(Cl)s2)CSC1=O	-4.0	101.0	2.0	105.0	-3.0	100.0	0.0	103.0	0.0	104.0	98.0
O=S(=O)(Cc1ccccc1)N1CCC(N2CCN(c3ccccc3)CC2)CC1	-11.0	99.0	0.0	101.0	-8.0	96.0	-1.0	99.0	-5.0	97.0	92.0
Cc1c([N+](=O)[O-])cc(C(=O)Oc2cccc(C(=S)N3CCOCC3)c2)cc1[N+](=O)[O-]	-6.0	95.0	0.0	102.0	-1.0	103.0	-1.0	100.0	-2.0	96.0	111.0
Cc1nnc(Sc2c(-c3ccccc3)c3ccc(Cl)cc3[nH]c2=O)s1	0.0	99.0	-1.0	103.0	0.0	102.0	-1.0	102.0	0.0	106.0	100.0
Cn1c(=O)oc2cc(S(=O)(=O)N3CCC(C(=O)N4CCc5ccccc5C4)CC3)ccc21	0.0	100.0	3.0	99.0	3.0	101.0	2.0	99.0	0.0	99.0	99.0
CCOC(=O)c1c(C)c(C#N)c2c3ccccc3ccn12	-7.0	96.0	-8.0	110.0	-2.0	100.0	-11.0	105.0	3.0	101.0	105.0
CCN(CC)CCCN(Cc1cc2cc3c(cc2[nH]c1=O)OCO3)C(=S)Nc1ccccc1	-5.0	95.0	-6.0	101.0	-6.0	100.0	-13.0	98.0	-5.0	95.0	107.0
Cc1ccc2ccc(S(=O)(=O)n3nc(C)cc3C)cc2c1	-8.0	98.0	-13.0	105.0	-11.0	101.0	-20.0	101.0	-1.0	102.0	102.0
CCCC(=O)N1CCN(c2ccc(NC(=O)c3ccccc3)cc2)CC1	6.0	99.0	-1.0	99.0	1.0	102.0	0.0	102.0	-1.0	101.0	102.0
COc1ccc(C(=O)N2CCCC(c3nc(-c4ccc(OC)c(OC)c4)no3)C2)c(OC)c1 (stereo not given)	-9.0	96.0	-10.0	104.0	-9.0	101.0	-18.0	98.0	-3.0	101.0	102.0
COc1ccc(C(CC(=O)Nc2ccc(C)cc2)NC(=O)C(F)(F)F)cc1 (stereo not given)	-9.0	101.0	-8.0	105.0	-7.0	100.0	-13.0	102.0	-5.0	101.0	97.0
O=C(NCc1cccs1)c1cc(-c2ccccc2)nc2ccccc12	-7.0	101.0	-13.0	106.0	-9.0	102.0	-20.0	103.0	-4.0	102.0	104.0
COc1ccc(-c2nnc3ccc(SCC(=O)Nc4nccs4)nn23)cc1OC	-7.0	96.0	-3.0	93.0	-2.0	95.0	-6.0	96.0	-1.0	99.0	98.0
COc1ccc(-c2noc(CSc3nnc(CCc4ccccc4)n3-c3ccccc3)n2)cc1OC	-13.0	99.0	-9.0	103.0	-3.0	101.0	-11.0	101.0	-4.0	102.0	102.0
O=c1[nH]c(SCc2nc3ccccc3c(=O)n2-c2ccccc2C(F)(F)F)nc2ccccc12	16.0	96.0	23.0	93.0	41.0*	96.0	34.0	98.0	35.0	90.0	97.0
O=C1C(Oc2ccccc2)C(c2cccs2)N1Cc1ccc2c(c1)OCO2 (stereo not given)	0.0	99.0	0.0	100.0	0.0	104.0	0.0	103.0	2.0	105.0	102.0
CCOc1ccc(S(=O)(=O)N(C)c2ccc(OCC(=O)NCC3CCCO3)cc2)cc1 (stereo not given)	-1.0	100.0	0.0	102.0	-1.0	100.0	-5.0	101.0	0.0	106.0	97.0

Further structures follow:
SMILES	Bcl-B Bim block	Rac1 mut GTP	Bim-Bcl-2	Rac1 wt GTP bind	Bcl-XL Bim block	Rab2A wt mod	Bfl-1 Bim block	HRas wt GTP bind	Bcl-W Bim block	Cdc42 wt	Rab7 wt modul
O=S(=O)(Nc1ccc(C(F)(F)F)cc1)c1cnc[nH]1	-8.0	100.0	-9.0	105.0	-4.0	100.0	-16.0	101.0	-2.0	102.0	100.0
O=C(O)CNC(=O)c1ccc(S(=O)(=O)N2CCOCC2)cc1	-5.0	98.0	-8.0	105.0	-3.0	100.0	-13.0	102.0	0.0	103.0	96.0
COc1cc(OC)cc(C(=O)NC(=S)NNC(=O)Cc2cccs2)c1	-22.0	95.0	-1.0	97.0	-17.0	96.0	-7.0	96.0	-7.0	95.0	97.0
Cc1cc(C)c2c(c1)/C(=N/NC(=O)c1cc(C)oc1C)CCC2	0.0	98.0	2.0	104.0	0.0	102.0	2.0	103.0	0.0	102.0	106.0
CSc1cccc(NC(=O)CN(C2CCCCC2)S(C)(=O)=O)c1	0.0	93.0	-1.0	96.0	-1.0	96.0	-2.0	98.0	0.0	98.0	95.0
COc1ccc(-c2nc(SCc3ccccc3)n(S(C)(=O)=O)n2)cc1	-10.0	100.0	-18.0	105.0	-9.0	104.0	-19.0	103.0	0.0	102.0	100.0
CCCCc1cc(=O)oc2cc(OCC(=O)N3CCc4ccccc43)ccc12	-5.0	92.0	-2.0	97.0	-2.0	92.0	-10.0	94.0	0.0	93.0	93.0
O=c1nc(-c2ccccc2)c2cc(Cl)ccc2[nH]1	9.0	94.0	5.0	94.0	11.0	94.0	1.0	95.0	8.0	94.0	94.0
C=CCN(CC=C)C(=O)COC(=O)c1n[nH]c2ccccc12	-1.0	96.0	-5.0	99.0	-1.0	98.0	-7.0	99.0	2.0	93.0	110.0
O=C(C1CCCO1)N1CCN(S(=O)(=O)c2ccccc2)CC1 (stereo not given)	-8.0	96.0	-4.0	96.0	-3.0	96.0	-7.0	97.0	0.0	96.0	98.0
CC(NC(=O)c1ccco1)C(c1cccs1)N1CCN(c2ccc(F)cc2)CC1 (stereo not given)	-8.0	102.0	-2.0	105.0	-5.0	102.0	-5.0	102.0	-7.0	102.0	99.0
Cc1ccc(C2=NN(CC(=O)NCc3ccccn3)C(=O)CC2)cc1	-6.0	101.0	-7.0	101.0	-3.0	99.0	-11.0	101.0	-3.0	102.0	99.0
Cc1ccc(C(=O)O)cc1NC(=O)CN1C(=O)C2C3c4ccccc4C(Br)(c4ccccc43)C2C1=O (stereo not given)	-6.0	96.0	-3.0	104.0	-6.0	97.0	0.0	100.0	-3.0	96.0	100.0
CC(C)(C)C1=Nn2c(nnc2-c2ccccn2)SC1	-7.0	101.0	0.0	106.0	-2.0	100.0	-7.0	102.0	-2.0	103.0	100.0
CCOc1ccc(NCc2nc3ccccc3n2CCOc2ccccc2)cc1	-5.0	101.0	-1.0	100.0	-5.0	100.0	1.0	99.0	-1.0	97.0	99.0
Cc1cc(C)c(Cn2cnc(-c3ccc([N+](=O)[O-])cc3)c2)c(C)c1	-7.0	98.0	-2.0	103.0	1.0	97.0	-1.0	97.0	-2.0	98.0	99.0
Cc1[nH]nc2c1C(c1ccc(OC(=O)c3ccco3)cc1)C(C#N)=C(N)O2 (stereo not given)	1.0	97.0	1.0	98.0	1.0	101.0	1.0	101.0	0.0	98.0	101.0
CN1C=C(C(F)(F)F)C=C/C1=C(\C#N)c1nnc2n1CCCCC2	-8.0	99.0	-3.0	103.0	-2.0	102.0	-4.0	102.0	1.0	104.0	99.0
CC(=C1C(=O)c2ccccc2C1=O)N1CCN(CCN=CC2=C(O)CC(C)(C)CC2=O)CC1	2.0	96.0	0.0	100.0	-2.0	93.0	-1.0	93.0	-2.0	97.0	95.0
c1csc(-c2nn3cnnc3c3ccccc23)c1	3.0	93.0	0.0	95.0	1.0	90.0	0.0	92.0	0.0	90.0	102.0
CCOc1cc(C(=O)Nc2ccc(NC(C)=O)cc2)ccc1OCC(=O)N1CCCCC1	9.0	99.0	15.0	104.0	20.0	99.0	15.0	100.0	16.0	102.0	99.0
Cc1ccccc1-c1nn(-c2ccc(F)cc2F)cc1CNCCN(C)C	-3.0	97.0	-1.0	98.0	0.0	97.0	-4.0	97.0	-2.0	97.0	94.0
CC(C)CNC(=O)C(=O)NCCCN1CCOCC1	-5.0	94.0	-4.0	96.0	-4.0	96.0	-4.0	94.0	0.0	96.0	91.0
Clc1ccccc1CO/N=C1\CCCc2nonc21	0.0	98.0	-1.0	99.0	0.0	98.0	-2.0	98.0	0.0	99.0	97.0

Compound profiles, from the list above:
C=CCN(CC=C)C(=O)COC(=O)c1n[nH]c2ccccc12 is listed as Bcl-B Bim block = -1.0; Rac1 mut GTP = 96.0; Bim-Bcl-2 = -5.0; Rac1 wt GTP bind = 99.0; Bcl-XL Bim block = -1.0; Rab2A wt mod = 98.0; Bfl-1 Bim block = -7.0; HRas wt GTP bind = 99.0; Bcl-W Bim block = 2.0; Cdc42 wt = 93.0; Rab7 wt modul = 110.0
CN1C=C(C(F)(F)F)C=C/C1=C(\C#N)c1nnc2n1CCCCC2 is listed as Bcl-B Bim block = -8.0; Rac1 mut GTP = 99.0; Bim-Bcl-2 = -3.0; Rac1 wt GTP bind = 103.0; Bcl-XL Bim block = -2.0; Rab2A wt mod = 102.0; Bfl-1 Bim block = -4.0; HRas wt GTP bind = 102.0; Bcl-W Bim block = 1.0; Cdc42 wt = 104.0; Rab7 wt modul = 99.0
